Screens deposited in PubChem BioAssay by Sanford-Burnham Center for Chemical Genomics.
PfGluPho inh = PfG6PD (Plasmodium falciparum) enzyme inhibition. PfGluPho enzyme, NADPH resazurin-diaphorase fluorescence. inhibition, % at 20 µM. actives 0.78% (n = 350,000). AID 504690;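 active = inhibition reaching at least a set limit at 20 µM in the primary screen, cut at about 59% in these data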;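 note: 0% = DMSO wells with substrate and 100% = DMSO wells lacking glucose-6-phosphate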
SENP1 FRET inh = SENP1 (human) catalytic domain inhibition; actives 0.21% (n = 360,000); AID 624204; recombinant SENP1 catalytic domain, CyPet-SUMO1-YPet FRET cleavage; inhibition, % at 10 µM; Q9P0U3;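 active = inhibition at least 30% at 10 µM, raw YFP signal under a set limit, fluorescence ratio 0.5 to 1.5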;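 note: 0% = enzyme with DMSO and 100% = no enzyme wells; some results filed as inactive read as strong as hits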
Target sequence (Q9P0U3 419-644 limits assumed): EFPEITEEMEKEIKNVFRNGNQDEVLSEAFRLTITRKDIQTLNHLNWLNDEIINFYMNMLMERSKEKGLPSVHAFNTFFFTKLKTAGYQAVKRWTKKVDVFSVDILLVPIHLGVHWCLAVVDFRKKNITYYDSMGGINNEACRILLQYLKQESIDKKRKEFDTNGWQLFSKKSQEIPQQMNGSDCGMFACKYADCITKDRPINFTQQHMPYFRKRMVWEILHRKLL
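material = recombinant human SENP1 catalytic domain, His6-tagged | quantity = 20 pM enzyme | reagent = 25 nM SUMO1 FRET substrate | compound dosing = 10 µM single point, 0.5% DMSO | timing = 50 min enzyme reaction, room temperature, light-protected | detection = FRET, CFP and YFP emission | control set = no-enzyme low, enzyme-DMSO high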
beta cell repl = inducers of beta-cell replication in MIN6 cells | proliferation, % at 10 µM | actives 0.29% (n = 330,000) | AID 2380 | MIN6 cells proliferation, ATPlite luminescence, 48 h; cells starved in 0.2% serum; 100% = growth in 10% serum;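 active = compounds whose signal lies at least 3.5 SD above the mean of all wells on their plate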;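 note: 0% = DMSO-treated cells in low-serum medium and 100% = 10% serum control; some compounds called inactive have numbers as strong as hits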
SENP8 block-1 = SENP8 (human) protease inhibition. recombinant SENP8, Nedd8 substrate fluorescence. Q96LD8. actives 0.64% (n = 360,000). AID 602440. inhibition, % at 20 µM; in the data active = inhibition mostly above about 40%, no sharp cut-off; inactive = mostly below about 27%
Target sequence (Q96LD8 whole entry, looked up): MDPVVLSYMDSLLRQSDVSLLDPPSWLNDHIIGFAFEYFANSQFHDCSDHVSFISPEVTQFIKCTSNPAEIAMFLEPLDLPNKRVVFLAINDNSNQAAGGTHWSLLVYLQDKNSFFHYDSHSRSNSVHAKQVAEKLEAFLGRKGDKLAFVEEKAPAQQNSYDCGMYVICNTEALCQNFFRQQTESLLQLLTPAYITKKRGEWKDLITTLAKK
HKDC1 inhibitor = blocks human hexokinase HKDC1 activity | actives 0.16% (n = 340,000) | recombinant HKDC1, G6PDH/diaphorase resazurin coupled fluorescence | inhibition, % at 20 µM | AID 493160;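 active = inhibition above about 35% when tested at 20 µM, limit read from the data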;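 note: plate controls were DMSO wells with enzyme for no effect and DMSO wells lacking enzyme for full effect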
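Assay system: recombinant HKDC1 hexokinase; detection: coupled resazurin fluorescence, excitation 525 nm, emission 613 nm; benchmarks: DMSO-plus-enzyme-mix negative control, buffer-substituted positive control; compound dosing: single 20 µM dose; schedule: 90 min at room temperature in dark; also added: glucose plus 1 mM ATP as hexokinase substrates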
SENP6 block = blocks the human protease SENP6. Q9GZR1. Recombinant SENP6 catalytic domain, aminoluciferin luminescence. inhibition, % at 10 µM. actives 1.8% (n = 330,000);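 active = inhibition above about 50% at the single tested dose, limit read from the data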;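 note: plate controls were DMSO wells with enzyme for no effect and DMSO wells lacking enzyme for full effect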
SENP7 block = inhibitors of human SENP7 protease. Q9BQF6. recombinant SENP7, Z-RLRGG-aminoluciferin luminescence, 40 min. inhibition, % at 5 µM. actives 1.5% (n = 330,000). AID 434973;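 active = inhibition above about 50% at the single test dose, limit read from the data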;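 note: plate controls were DMSO with enzyme for no effect and no enzyme buffer wells for full effect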
Target sequence (Q9BQF6 706-1050 limits assumed): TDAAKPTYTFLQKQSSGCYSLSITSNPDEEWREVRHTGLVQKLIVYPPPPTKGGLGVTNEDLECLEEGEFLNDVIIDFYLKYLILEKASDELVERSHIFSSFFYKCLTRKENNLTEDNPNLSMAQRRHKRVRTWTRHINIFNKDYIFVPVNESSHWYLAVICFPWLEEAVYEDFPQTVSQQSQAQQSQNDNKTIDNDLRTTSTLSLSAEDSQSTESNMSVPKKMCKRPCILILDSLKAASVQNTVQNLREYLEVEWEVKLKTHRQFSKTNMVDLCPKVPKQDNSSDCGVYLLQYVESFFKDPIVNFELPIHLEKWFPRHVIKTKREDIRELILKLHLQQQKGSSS
SENP8 block-2 = blocks the human protease SENP8. inhibition, % at 10 µM. actives 1.2% (n = 330,000). purified SENP8, Z-RLRGG-aminoluciferin cleavage, luminescence. AID 2540. Q96LD8; in the data active = inhibition above about 50%
UBC13 polyUb = blocks human UBC13 polyubiquitin chain formation; TR-FRET; P61088; inhibition, % at 20 µM; actives 0.47% (n = 330,000); in the data active = inhibition above about 45%, passing the limit was not always enough
Target sequence (P61088 whole entry, looked up): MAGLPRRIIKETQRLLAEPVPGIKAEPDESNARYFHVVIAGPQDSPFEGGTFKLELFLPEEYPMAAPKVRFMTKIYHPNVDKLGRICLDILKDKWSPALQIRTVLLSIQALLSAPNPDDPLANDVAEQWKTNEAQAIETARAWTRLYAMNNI
Starred values were filed as active, the others as inactive; i = inactive; x = no result given.

SMILES	PfGluPho inh	SENP1 FRET inh	beta cell repl	SENP8 block-1	HKDC1 inhibitor	SENP6 block	SENP7 block	SENP8 block-2	UBC13 polyUb
Cc1[nH]nc2c1C1(CCN(C(=O)OCc3ccccc3)CC1)C(C#N)=C(N)O2	-5	-12	0	8	2	7	-8	-9	-4
O=C(CN1CCN(Cc2ccccc2F)C1=O)NC1CCCC1	20	4	-2	29	-4	-10	-2	0	-2
OCC1(Cc2cccc(F)c2)CCN(Cc2cccc3nccnc23)CC1	-3	1	0	10	-3	-1	7	2	0
CC(=O)c1ccc(NC(=O)/C(=C\c2ccco2)NC(=O)c2ccco2)cc1	7	-18	-3	9	-2	-10	-2	-6	-17
Cc1ccc(OCC(=O)NC2CCCc3ccccc32)c(C)c1 (stereo not drawn)	8	1	1	9	-4	2	7	0	8
Cc1noc(C)c1S(=O)(=O)N1CCC(C(=O)N2CCN(c3ccccc3Cl)CC2)CC1	5	-1	-2	34	3	-8	-4	-3	6
Cc1ccn(-c2ccc(NC(=O)c3cccs3)cc2)n1	14	0	0	5	-3	85*	80*	74*	7
Cc1ccccc1NC(=O)/C(C#N)=C/c1ccc(-c2ccc(Cl)c(C(=O)O)c2)o1	-23	-25	3	-90	3	5	0	5	-13
CC(=O)c1ccc(N2CCN(C3CCC(C(C)(C)C)CC3)CC2)cc1 (stereo not drawn)	-6	-7	-4	-40	-2	2	-2	4	7
CCOc1cc2c3c(c1)C(C)CC(C)(C)N3C(=O)C2=O (stereo not drawn)	9	-1	-6	-6	1	-14	-14	-6	-67
COc1cc(/C=N/n2c(-c3ccccc3)n[nH]c2=S)cc(OC)c1O	48	-33	-2	-10	3	-24	4	-1	-7
CC(Sc1ncccn1)C(=O)Nc1ccc2c(c1)OCCO2 (stereo not drawn)	1	-2	2	3	-4	-3	2	-1	-5

Entries of single compounds from above. Screens in order: PfGluPho inh | SENP1 FRET inh | beta cell repl | SENP8 block-1 | HKDC1 inhibitor | SENP6 block | SENP7 block | SENP8 block-2 | UBC13 polyUb
Entry for Cc1ccc(OCC(=O)NC2CCCc3ccccc32)c(C)c1 (stereo not drawn) : 8 | 1 | 1 | 9 | -4 | 2 | 7 | 0 | 8
Entry for O=C(CN1CCN(Cc2ccccc2F)C1=O)NC1CCCC1 : 20 | 4 | -2 | 29 | -4 | -10 | -2 | 0 | -2
Entry for OCC1(Cc2cccc(F)c2)CCN(Cc2cccc3nccnc23)CC1 : -3 | 1 | 0 | 10 | -3 | -1 | 7 | 2 | 0
Entry for Cc1ccn(-c2ccc(NC(=O)c3cccs3)cc2)n1 : 14 | 0 | 0 | 5 | -3 | 85* | 80* | 74* | 7

(list continues)
SMILES	PfGluPho inh	SENP1 FRET inh	beta cell repl	SENP8 block-1	HKDC1 inhibitor	SENP6 block	SENP7 block	SENP8 block-2	UBC13 polyUb
O=C(Nc1nnc(C23CC4CC(CC(C4)C2)C3)s1)c1ccc(N2C(=O)CCC2=O)cc1	-4	-1	-6	8	1	-4	-1	-1	10
COc1ccc(C2=NN(C(=O)c3ccccc3)C(c3ccc(OC)c(OC)c3)C2)c(O)c1 (stereo not drawn)	4	1	-3	12	0	-12	-3	1	13
Cc1cc(NS(=O)(=O)c2ccc(NC(=O)C(c3ccccc3)c3ccccc3)cc2)no1	-45	2	-3	16	-2	3	2	-6	-10
CCOC(=O)c1c(NC(=O)CCl)sc(CN(C)C)c1-c1ccccc1	-22	-1	-6	7	6	11	2	-2	5
CCOc1ccc(N(C)S(=O)(=O)c2ccc(C)c(C(=O)OCC(=O)c3c[nH]c4ccccc34)c2)cc1	10	-3	-5	9	-8	11	-2	4	-5
OCC1(Cc2ccccc2)CCN(Cc2cnn(-c3ccccc3F)c2)CC1	0	1	0	20	-4	-8	13	-12	6
CCN1CCN(C(=O)NC(c2ccc(C)c(F)c2)C(Cl)Cl)CC1 (stereo not drawn)	1	-47	-1	17	-3	-5	-11	-6	0
O=C1/C(=C/c2ccc(F)c(F)c2)CSc2sccc21	14	2	-4	26	-4	11	-1	-3	1
Cc1ccc(NC(=O)CN2C(=O)N/C(=C/c3cc(C)n(-c4ccc(C(=O)O)cc4)c3C)C2=O)cc1	-12	-25	x	-297	-6	x	x	x	x
Cc1ccc(-c2cc(C(=O)N/N=C/C=C/c3ccccc3)n[nH]2)o1	30	-1	-3	-12	1	1	5	-4	-1
[O-]/C(=C(\C(=S)Nc1ccccc1F)[n+]1ccccc1)c1ccc(-c2ccccc2)cc1	12	-2	-1	12	-8	-30	4	-14	14
CC1N(C(=O)N(C)C)CCN1S(=O)(=O)c1ccccc1 (stereo not drawn)	1	-4	0	5	-4	-26	-3	3	6
COCCn1c(SCC(=O)Nc2ccc(OC)c(S(N)(=O)=O)c2)nc2ccccc2c1=O	2	0	5	12	-2	-10	-3	3	23
CCN1C(=O)N[C@@H](c2ccccc2)[C@H](C(C)=O)[C@H]1C	-8	1	-5	17	-6	-6	-3	-12	-3
CCCCN1Cc2ccccc2Oc2cc(Br)ccc2S1(=O)=O	-25	1	x	8	3	x	-5	x	x
CCN(c1ccccc1)S(=O)(=O)c1ccc(C(=O)Nc2cccc(NC(C)=O)c2)cc1	16	1	-2	2	4	0	9	4	3
NC(=O)COc1ccc(NC(=O)OCc2ccccc2)cc1	-4	0	-3	21	-11	13	9	2	2
C[C@]12C=CC(=O)C=C1CCC1C2CC[C@@]2(C)C1CCC21OCCO1 (stereo partly drawn)	1	-4	1	2	-6	-4	-1	-2	3
Cc1ccc(C)c(-n2c(SCC(=O)N3CCC(C(=O)O)CC3)nnc2-c2cccc(Cl)c2)c1	14	4	-2	9	-8	2	-1	-1	-2
CCN(CC)CCCNc1nc2cc(OC)c(OC)cc2c2nc(-c3ccccc3)nn12	4	1	-6	-373	10	-11	2	-2	55*
CCOc1ccc2c(c1)nc(SCC(=O)c1ccc(Br)s1)n2C	44	-1	-5	2	-5	-13	-5	-7	-8
CC1CN(C(C)C)C(=S)N(c2ccccc2)C1=O (stereo not drawn)	-7	2	x	0	-1	x	x	x	x
NS(=O)(=O)c1ccc(NC(=O)c2ccc(CSc3ccccc3)o2)cc1	-14	2	1	10	5	0	-2	0	0
CC1(C)CC(=O)C(C=NCCN2CCN(C3CC(=O)N(c4ccc(Cl)c(Cl)c4)C3=O)CC2)=C(O)C1 (stereo not drawn)	-1	2	-2	8	-10	-20	2	-9	-2
CCOC(=O)N1CCN(S(=O)(=O)c2c[nH]c(C(=O)OC)c2)CC1	0	2	-1	14	1	13	-3	8	-2
Cn1c(CSc2ncccn2)nnc1SCC(=O)N1CCCc2ccccc21	-10	1	-2	19	-11	-2	5	-6	-2
COc1ccc2nc(SCC(=O)Nc3cc(C)on3)[nH]c2c1	1	-32	-3	10	9	8	5	1	4
CCCCCN(C(=O)CCC(=O)OC(C)C(=O)c1ccccc1)c1c(N)n(CCCC)c(=O)[nH]c1=O (stereo not drawn)	-14	-1	2	2	2	11	1	3	-3
CCCCNC(=O)COC(=O)c1ccccc1F	6	2	-1	16	-9	3	0	4	-4
Cn1nnnc1SCC(=O)Nc1ccc(S(=O)(=O)N2CCOCC2)cc1	7	0	-2	17	-10	-17	6	-3	-2
CCn1c(C)nc2cc(C(=O)NNS(=O)(=O)c3ccccc3F)ccc21	6	2	-4	42*	-3	-12	-1	5	5
N#Cc1ccc(NCC(=O)N2CCN(S(=O)(=O)c3ccccc3)CC2)cc1	-8	3	2	12	0	-21	-3	2	-7
COc1cc(-c2ccc3oc(-c4cccc(C)c4)c(C#CC4(O)CCCCC4)c3c2)cc(OC)c1OC	12	0	-6	i	5	-15	-7	13	20
COCCCNC(=O)CC1C[C@H](C(=O)N2CCCCC2)[C@@]2(C)c3[nH]c4ccccc4c3CCN2C1=O (stereo partly drawn)	-1	2	0	8	-6	-19	-7	-3	13
COC(=O)c1ccc(COC(=O)C(CCSC)NC(=O)COc2ccccc2)cc1 (stereo not drawn)	13	6	-6	1	-6	-12	-6	-2	-3
COc1ccc2c(c1OC)C(=O)OC2Nc1nc(-c2cc3cc(Br)ccc3oc2=O)cs1 (stereo not drawn)	28	-32	1	-382	19	95*	91*	91*	-5
CN(C)S(=O)(=O)c1cc(NC(=O)COC(=O)c2ccc3c(c2)OCO3)ccc1Cl	7	3	x	-3	-10	x	x	x	x
Cc1nc2cc(-c3ccccc3)nn2c(C)c1CCC(=O)NC(C)c1ccc2c(c1)OCCO2 (stereo not drawn)	-51	-1	1	-401	0	-20	-8	-7	8
O=C(NCc1ccco1)c1cccc(S(=O)(=O)N2CCc3ccccc32)c1	-14	-2	0	17	-4	-8	1	-10	3
COc1ccc(Br)cc1/C=N/NC(=O)c1cc(OC)c(OC)c(OC)c1	44	-1	-2	6	4	-21	3	-5	-7
N#C/C(=N\Nc1ccc(Cl)cc1)C(=N)N1CCCCCC1	-8	2	-3	2	2	-3	-7	-3	-3
CN(c1ccccc1)S(=O)(=O)c1ccc(Cl)c(C(=O)NCc2ccccc2CN2CCCC2)c1	6	1	-7	10	-5	-5	-1	14	5
CC(=O)/C(=N/Nc1ccccc1)Sc1nnc(CCc2ccccc2)n1-c1ccccc1	7	0	-5	16	13	2	3	3	-2
O=C(NCc1ccccn1)C(=O)NCC(c1ccco1)N1CCOCC1 (stereo not drawn)	15	1	-2	20	-5	26	7	3	-5
COC(C(=O)Nc1ccnn1C1CCN(C(=O)c2cccc(F)c2)CC1)c1ccccc1 (stereo not drawn)	-3	-2	11	14	-4	3	2	5	2
C=CCOC(=O)C(C#N)c1nc2ccccc2nc1N1CCN(Cc2ccccc2)CC1 (stereo not drawn)	10	-37	-3	-181	1	10	-6	-1	-38
Cc1ccc2c(c1)nnn2C1CCN(CC(=O)NNC(=O)c2ccco2)CC1	-2	1	-4	-4	-15	-7	8	0	9
Cc1ccc2ncnc(Nc3ccc(C)c(C)c3)c2c1	11	-3	-2	-134	2	4	12	0	3
COC(=O)C1=C(C(=O)OC)[C@@H]2Nc3ccccc3[C@@]23C[C@@H](C(=O)OC)N(C(=O)c2cccs2)C3=N1	-8	4	-6	10	2	-14	-7	-18	-23
CCOC(=O)c1c(-c2ccccc2)oc2ccc(OCC(=O)NNC(=O)CCC(=O)O)cc12	-14	1	1	-307	-2	-4	4	0	12
Cc1ccccc1N1C(=O)C2ON(c3ccccc3)C(c3ccncc3)C2C1=O (stereo not drawn)	-15	-1	0	14	-10	-6	1	-3	6
Cc1cc(C(=O)O)ccc1N=Cc1c(O)ccc2ccccc12	31	-41	-2	-22	24	25	6	11	-15
O=C(Nc1ccccc1F)c1cc(C(=O)Nc2ccccc2F)cc([N+](=O)[O-])c1	-10	-1	-2	11	2	8	-4	4	-4
COc1ccc(N2CCN(C(=S)Nc3ccc(OC)cc3OC)CC2)cc1	-18	9	1	12	4	-11	-1	-4	-3
COc1cc2c(cc1OC)C(C)N(C(=O)c1cc3n(n1)C(C(F)(F)F)CC(c1ccco1)N3)CC2 (stereo not drawn)	-9	18	-6	18	-8	-8	5	-1	-3
COc1ccccc1N(CC(=O)NCc1ccco1)S(C)(=O)=O	10	0	-2	21	-12	6	3	0	-2
Cc1cccc(C)c1NC(=O)CN1C(=O)C(C)Oc2ccccc21 (stereo not drawn)	-7	1	-2	8	0	9	-1	0	8
